EPAC1 antagonist: blocks human EPAC1 exchange factor. EPAC1 GEF assay, Rap1b-BODIPY-GDP exchange fluorescence. Potency, µM (doses to about 115 µM), for inactives: top-dose activity change, negative = inhibition, hits mostly inhibitors. 360,000 compounds, 0.14% hits. AID 720709;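 further: potency means the concentration at half of the fitted maximal effect; plate controls were vehicle for no effect and positive control for full effect; nearly all actives have a fitted effect of over 50% in size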
Abeta yeast res: compounds reversing amyloid beta toxicity in yeast; AID 1347071; Potency, µM (doses to about 46.1 µM), without a hit: at the highest dose growth rescue, actives largely listed as activators; yeast expressing A-beta42, growth rescue, OD600, 48 h; response scale: 0% DMSO, 100% iron-clioquinol control; 410,000 compounds, 0.063% hits; further: potency means the concentration at half of the fitted maximal effect; nearly all actives have a fitted effect of over 55% in size
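Yeast growth medium received pinned compounds, then yeast cells expressing toxic A-beta were added; plates incubated at 30 C for 48 hr. Growth read as absorbance at 600 nm, normalized to DMSO and equimolar FeCl3 plus clioquinol controls.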
PI5P4Ka inh: inhibitors of human PI5P4K alpha; P48426; PI5P4Kalpha enzyme, ADP-Glo luminescence, 60 min; active compounds read low; max response, %; 330,000 compounds, 1.2% hits; AID 652105; active means max response of -50% or lower; inconclusive means between -30% and -50%; inactive means -30% or higher; further: value at the top dose of about 77 µM; on the % scale 0 is the no-effect control and ±100 the full control effect
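Single end-point luminescence (ADP-Glo) quantified ADP from PI5P4Kalpha turnover; ATP 5 microM final, 1 h at RT, 0.1% CHAPS and 0.28 mM EGTA in HEPES pH 7.4.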
IL2 activator: IL-2 activation; 360,000 compounds, 0.065% hits; activation, % (series mostly up to about 46 µM); IL-2 activation reporter assay, cell-based qHTS; stimulated with anti-CD3/CD4/CD28 beads; in transgenic mouse T cells; in the data active means activation above about 50%; inconclusive means mostly about 30% to 49%; further: 0% is about no effect
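Readout: EGFP and DsRed signals by fluorescent plate cytometry. Unstimulated transgenic mouse T cells received compound 60 min before antibody-bead stimulation, then incubated 18 h at 37 degrees C.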
FUS yeast rescue: rescues growth of FUS-expressing yeast. AID 1347120. S. cerevisiae FUS-expressing, growth rescue, OD600, 24 h. 390,000 compounds, 0.24% hits. Potency, µM (doses to about 76.6 µM), for inactives: at the top dose growth rescue (activation), usual class: activators;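 further: potency means the concentration at half of the fitted maximal effect; plate controls were DMSO vehicle for no effect and reference control for full effect; nearly all actives have a fitted effect of over 55% in size; some results filed as inactive show a strong effect at the top dose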
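Yeast expressing FUS under galactose induction, OD 0.005 in 2% galactose medium; compounds in a dilution series, 24 h at 30C. Growth rescue by absorbance at 600 nm; CP55940 positive control, DMSO negative.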
WRN helicase inh: WRN helicase (human) inhibition; Potency, µM (titrated, usually from 114 µM), without a hit: at the highest dose activity change, negative = inhibition, hits mostly inhibitors; Q14191; 360,000 compounds, 0.46% hits; AID 651768; WRN helicase unwinding, fluorescent forked duplex, kinetic; further: potency means the concentration at half of the fitted maximal effect; on the % scale 0 is the no-effect control and ±100 the full control effect; nearly all actives have a fitted effect of over 55% in size
Target sequence (Q14191 whole entry, looked up): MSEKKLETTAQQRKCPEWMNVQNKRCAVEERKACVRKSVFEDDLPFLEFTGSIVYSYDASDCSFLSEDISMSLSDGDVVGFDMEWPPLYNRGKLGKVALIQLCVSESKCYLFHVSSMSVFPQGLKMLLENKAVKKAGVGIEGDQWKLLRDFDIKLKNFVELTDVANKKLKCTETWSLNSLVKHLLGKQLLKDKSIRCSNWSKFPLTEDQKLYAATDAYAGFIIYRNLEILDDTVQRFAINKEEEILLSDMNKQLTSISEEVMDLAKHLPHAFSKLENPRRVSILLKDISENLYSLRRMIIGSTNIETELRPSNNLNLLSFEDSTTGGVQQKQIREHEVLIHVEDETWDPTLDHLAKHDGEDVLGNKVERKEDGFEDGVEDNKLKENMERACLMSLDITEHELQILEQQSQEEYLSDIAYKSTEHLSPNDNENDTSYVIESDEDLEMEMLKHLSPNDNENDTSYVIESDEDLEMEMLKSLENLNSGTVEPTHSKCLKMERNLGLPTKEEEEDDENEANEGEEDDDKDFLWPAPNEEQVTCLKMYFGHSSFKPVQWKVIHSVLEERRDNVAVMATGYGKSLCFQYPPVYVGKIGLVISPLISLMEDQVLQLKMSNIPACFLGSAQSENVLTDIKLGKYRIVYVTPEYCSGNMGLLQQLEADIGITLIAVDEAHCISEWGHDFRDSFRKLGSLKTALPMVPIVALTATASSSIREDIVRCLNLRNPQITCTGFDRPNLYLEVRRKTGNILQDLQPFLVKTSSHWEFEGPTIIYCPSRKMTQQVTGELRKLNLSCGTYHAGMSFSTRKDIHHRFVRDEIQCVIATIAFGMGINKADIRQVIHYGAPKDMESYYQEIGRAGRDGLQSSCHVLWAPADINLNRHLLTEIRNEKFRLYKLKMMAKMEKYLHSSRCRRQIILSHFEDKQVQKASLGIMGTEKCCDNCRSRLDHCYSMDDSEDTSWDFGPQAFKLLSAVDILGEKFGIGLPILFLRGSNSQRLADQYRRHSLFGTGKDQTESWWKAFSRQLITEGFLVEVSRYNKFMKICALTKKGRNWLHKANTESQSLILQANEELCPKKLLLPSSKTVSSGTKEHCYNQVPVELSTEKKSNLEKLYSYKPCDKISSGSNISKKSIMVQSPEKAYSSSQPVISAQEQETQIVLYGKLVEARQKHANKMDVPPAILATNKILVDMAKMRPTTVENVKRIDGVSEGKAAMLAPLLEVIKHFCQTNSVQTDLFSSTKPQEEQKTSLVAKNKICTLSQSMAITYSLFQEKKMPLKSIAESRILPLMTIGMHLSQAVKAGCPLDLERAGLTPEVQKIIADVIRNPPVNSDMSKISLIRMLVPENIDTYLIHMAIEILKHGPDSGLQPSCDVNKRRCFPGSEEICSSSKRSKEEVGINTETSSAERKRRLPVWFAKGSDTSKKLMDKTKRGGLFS
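Fluorescence dequenching readout, ex 525 nm/em 598 nm, kinetic mode: forked duplex DNA (100 nM final) with adjacent fluorophore and quencher unwound by WRN (20 nM final) with 2 mM ATP. Compound preincubation 15 min, room temperature.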
EPAC1 agonist: EPAC1 (human) agonism; O95398; EPAC1 agonist qHTS, biochemical assay; response scale: 100% = response to 6.5 mM cAMP; Potency, µM (titrated, usually from 154 µM), inactives show top-dose activation, usual class: activators; 360,000 compounds, 0.073% hits; AID 720707; further: potency means the concentration at half of the fitted maximal effect; nearly all actives have a fitted effect of over 60% in size
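Compounds were pinned as a concentration titration into mixtures of EPAC1 (100 nM), BODIPY-GDP-loaded Rap1B (250 nM) and GDP (50 uM). After 5 min at room temperature, fluorescence was followed for 30 min; activity was scaled to 6.5 mM cAMP.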
PLK1 PBD inh: inhibitors of human PLK1 polo-box domain binding; 360,000 compounds, 2.8% hits; Potency, µM, inactives show max response, negative = inhibition, most hits filed as inhibitors; Plk1 PBD binding of FITC phosphopeptide, fluorescence polarization; further: potency means the concentration at half of the fitted maximal effect; series mostly up to about 57 µM; on the % scale 0 is the no-effect control and ±100 the full control effect; nearly all actives have a fitted effect of over 65% in size
An asterisk follows results filed as active; ? = inconclusive; . = no result given; [ ] = remark or other dose. Unless noted, the call rests on the fitted dose curve; in most records, active means well fitted curve in the direction sought with a large enough effect; inconclusive means small, poorly fitted or top-dose-only effect, or another doubt; inactive means no such curve, though single readings can be large; an effect the other way counts as inactive or inconclusive.

SMILES	EPAC1 antagonist	Abeta yeast res	PI5P4Ka inh	IL2 activator	FUS yeast rescue	WRN helicase inh	EPAC1 agonist	PLK1 PBD inh
COC(=O)C1C2C=CC3(CN(CCc4ccccc4)C(=O)C13)O2 (stereo unspecified)	-5%	-4%	0	-0.5	16%	1%	4%	-13%
CCC1(c2ccccc2)NC(=O)N(CC(=O)Nc2ccc3c(c2)OCO3)C1=O (stereo unspecified)	-5%	-21%	.	-3.0	47%	-13%	0%	-8%
Fc1cnc(N2CCN(c3ccccc3)CC2)nc1N1CCN(c2ccccc2)CC1	8%	33%	2	0.1	-3%	-7%	0%	-2%
CC1Cc2cc(C(=O)O)ccc2O1 (stereo unspecified)	16%	1%	-8	-0.4	-22%	1%	-2%	-2%
NC(=S)N/N=C/c1ccc(-c2ccc(SC(F)F)cc2)o1	-5%	?	-11	-4.5	-3%	-2%	5%	-5%
O=C(NC(=S)Nc1cccc(O)c1)c1ccco1	-11%	-4%	-27	1.6	-15%	5%	-5%	-14%
COc1ccc(C(=O)C(C)OC(=O)CCN2C(=O)C3CC=CCC3C2=O)cc1 (stereo unspecified)	-9%	-21%	-4	1.5	3%	2%	4%	-15%
O=C(Cc1c(Cl)cccc1Cl)OCC(=O)c1ccc[nH]1	-15%	0%	8	0.5	-14%	-6%	12%	4%
COc1ccccc1NC(=O)N1CCCC1C(=O)NC1CCCCC1 (stereo unspecified)	-2%	-5%	-8	1.4	-1%	-5%	6%	-3%
Cc1c(NC(=O)CSc2ncnc3ccccc23)c(=O)n(-c2ccccc2)n1C	6%	21%	-9	-0.2	5%	-5%	7%	-5%
O=C1CCCN1CCCNc1ccc(S(=O)(=O)N2CCCCC2)cn1	17%	-10%	-1	-1.3	6%	8%	8%	-7%
Cc1cc(C)c2oc(=O)cc(CN3CCOCC3)c2c1	-9%	13%	-2	1.6	-25%	-4%	5%	-8%
CN1C(=O)C(O)(CC(=O)c2ccncc2)c2ccccc21 (stereo unspecified)	-13%	-5%	4	-1.9	13%	-4%	-1%	-7%
Cc1cccc(-c2cnc(C(O)c3cc(C)cc(C)c3)[nH]2)c1 (stereo unspecified)	-17%	-9%	0	-0.6	-16%	-9%	-3%	-12%
Cc1ccccc1NC(=S)N1CCCC(c2nc3ccccc3[nH]2)C1 (stereo unspecified)	7%	-6%	-4	-0.5	4%	-5%	-1%	-6%
CCOC(=O)c1c(-c2ccccc2)csc1NC(=S)NC(=O)c1ccccc1	1%	23%	7	-1.2	-4%	-4%	4%	-5%
O=C(Nc1ccnn1C1CCN(C2CCCCC2)CC1)c1cccc(F)c1	-19%	9%	-1	1.3	-3%	0%	0%	-18%
O=C1C=C(NCc2ccc(Cl)cc2Cl)C2(CCCCC2)O1	7%	0%	.	-1.9	5%	-28%	8%	-10%
CCCCN1C(=O)C(CC(=O)NC(c2ccccc2)c2ccccc2)CC(C(=O)N(C)C)=C1C (stereo unspecified)	1%	0%	1	-1.7	9%	6%	-3%	-2%
Cc1ccc(OCCNC(=O)Cn2cnc3c(=O)n(C)c(=O)n(C)c32)cc1C	3%	-2%	3	-1.2	10%	-9%	-1%	-8%
O=C(CNC(=O)c1cccc(Br)c1)N/N=C/c1cccnc1	1%	6%	-1	-0.4	2%	-1%	4%	-7%
O=CN(CCNc1ccccc1)c1ccccc1	-20%	-1%	20	0.2	.	-10%	1%	-1%
CN(c1ccccc1)S(=O)(=O)c1cc(C(=O)OCC(=O)c2c(N)n(C)c(=O)n(C)c2=O)ccc1Cl	4%	-6%	-2	-3.9	.	1%	15%	2%
Cc1cc(C)n2nc(C(=O)Nc3cccnc3)nc2n1	-5%	23%	2	0.4	-1%	-5%	3%	-4%
NS(=O)(=O)c1ccc(N2CCOCC2)c(C(=O)NCc2ccc3c(c2)OCO3)c1	13%	2%	-4	3.2	10%	1%	-6%	1%
COCCNC(=O)CCC1CCN(Cc2cccc(-c3ccc(C)o3)c2)CC1	-1%	7%	1	2.4	28%	0%	8%	-5%
COc1ccc(NC(=O)C2CCN(C(=O)[C@@H]3Cc4ccccc4CN3)CC2)cc1	-22%	11%	-2	5.3	-1%	-6%	11%	-4%
CS(=O)(=O)c1ccc2c(c1)sc1nc(=O)c(/C=C3/C=CC(=O)C(O)=C3)c(N)n12	50µM*	-8%	-80*	8.5	15%	28µM*	-5%	68%[activator]
O=C(NC1CCCC1)C(c1cccnc1)N(CCc1ccccc1)C(=O)c1ccco1 (stereo unspecified)	8%	-4%	4	-0.5	14%	1%	7%	-18%
O=C(NCc1ccccc1)C1C(c2ccc3c(c2)OCO3)=Nc2ccccc2N1C(=O)c1ccccc1 (stereo unspecified)	-2%	17%	-5	0.3	34%	-6%	7%	2%
COc1ccc(CCn2nnnc2C(c2ccc(Cl)cc2)N2CCN(C)CC2)cc1OC (stereo unspecified)	7%	7%	-4	-1.6	8%	3%	-2%	-6%
Cc1ccccc1C(=O)Nc1cccc(NC(=S)NC(=O)c2cccs2)c1	-1%	18%	1	4.7	20%	-21%	-6%	0%
CCOc1ccc2oc(C(=O)OCC(=O)NCc3ccc(OC)cc3)c(C)c2c1	-16%	1%	1	0.8	24%	0%	-3%	-2%
CC(C)CC1c2[nH]c3ccccc3c2CCN1C(=O)C1CCOCC1 (stereo unspecified)	-13%	5%	1	-4.1	4%	4%	-3%	-6%
COc1ccc(NC(=S)Nc2ncccc2C)cc1OC	-15%	22%	1	0.9	36%	-7%	16%	-29%
CN(C(=O)c1ccco1)c1nnc(-c2ccc(F)cc2)s1	-14%	-14%	-7	-1.0	12%	-27%	4%	-16%
CCOC(=O)C1CCN(Cc2ccc(C(=O)OC)cc2)CC1	9%	1%	.	-1.2	-23%	7%	7%	-4%
O=C(NCCc1ccccc1Cl)C1CCC(=O)N(Cc2cccc(C(F)(F)F)c2)C1 (stereo unspecified)	-1%	4%	-2	-0.2	22%	1%	-20%	3%
CC(=O)Nc1ccc(S(=O)(=O)NCC2CCC(C(=O)NC(C)c3ccccc3)CC2)cc1 (stereo unspecified)	-12%	4%	2	2.0	40%	-4%	1%	6%
CC1=C(C(=O)N(C)C)CC(CC(=O)NCCCCc2ccccc2)C(=O)N1Cc1ccccc1 (stereo unspecified)	-13%	0%	-8	-3.2	23%	1%	-10%	-10%
COc1cccc(CNc2nc3ccccc3n2CCN2CCCCC2)c1OC	-11%	-22%	-6	-0.8	5%	-12%	-5%	-17%
COc1ccc(S(=O)(=O)NCC2CCCN(C(=O)C=C(C)C)C2)cc1 (stereo unspecified)	4%	1%	-1	-1.9	-16%	-3%	-8%	6%
CCCc1cc(=O)oc2c3c(cc(OCC(=O)NCC4CCC(C(=O)O)CC4)c12)OC(C)(C)CC3 (stereo unspecified)	8%	-22%	0	0.5	7%	4%	-19%	-4%
CCn1c(O)c(/C=C2\C=NN=C2c2ccc(C)cc2)sc1=S	-9%	-10%	3	4.0	-6%	-2%[11.6 µM]	-2%	?
COc1cccc(-c2cc(N3C(=O)Nc4ccccc4N3O)n[nH]2)c1	3%	12%	-10	-0.9	.	5%	-10%	-3%
COc1ccc(/C=C/c2ccc3cccc(O)c3n2)cc1Br	13%	-27%	18	11	-13%	-8%	-5%	?
O=C1CN2C(=Nc3ccc(Br)cc3C2c2ccccc2)CCN1 (stereo unspecified)	-9%	-3%	12	-0.6	56%	12%	1%	-12%
COc1cccc(CC(=O)NC2CCSc3ccccc32)c1 (stereo unspecified)	-1%	9%	-1	-0.4	1%	4%	19%	-16%

Compound profiles, as listed above. Order of screens: EPAC1 antagonist, Abeta yeast res, PI5P4Ka inh, IL2 activator, FUS yeast rescue, WRN helicase inh, EPAC1 agonist, PLK1 PBD inh
Listed for O=C(NCCc1ccccc1Cl)C1CCC(=O)N(Cc2cccc(C(F)(F)F)c2)C1 (stereo unspecified) : -1%, 4%, -2, -0.2, 22%, 1%, -20%, 3%
Listed for CCCc1cc(=O)oc2c3c(cc(OCC(=O)NCC4CCC(C(=O)O)CC4)c12)OC(C)(C)CC3 (stereo unspecified) : 8%, -22%, 0, 0.5, 7%, 4%, -19%, -4%
Listed for COc1cccc(-c2cc(N3C(=O)Nc4ccccc4N3O)n[nH]2)c1 : 3%, 12%, -10, -0.9, ., 5%, -10%, -3%
Listed for O=C1CN2C(=Nc3ccc(Br)cc3C2c2ccccc2)CCN1 (stereo unspecified) : -9%, -3%, 12, -0.6, 56%, 12%, 1%, -12%

Later entries:
SMILES	EPAC1 antagonist	Abeta yeast res	PI5P4Ka inh	IL2 activator	FUS yeast rescue	WRN helicase inh	EPAC1 agonist	PLK1 PBD inh
O=C(Nc1ccc(F)cc1)Nc1cccnc1Cl	0%	-3%	2	0.0	13%	-7%	-5%	5%
O=P(O)(c1ccc(Cl)cc1)c1ccc(Cl)cc1	-14%	7%	0	0.7	0%	6%	14%	-5%
CC1CCC2(CC1)NC(=O)N(NC(=O)c1cccs1)C2=O (stereo unspecified)	-2%	-7%	0	-0.3	-4%	2%	-3%	7%
COc1cccc(/C=N/NC(=O)CSCC(=O)Nc2ccccc2)c1O	10%	-2%	.	-4.2	10%	-4%	-2%	-5%
Cc1ccc(NC(=O)COc2ncnc3ccccc23)cc1S(=O)(=O)N1CCOCC1	11%	0%	8	-3.9	.	-29%	-9%	-5%
O=C(COC(=O)c1cccs1)NCCc1ccc(F)cc1	1%	7%	2	1.1	-10%	5%	1%	3%
CC(=O)Nc1ccc(S(=O)(=O)N2CCN(S(=O)(=O)c3ccccc3)CC2)cc1	13%	6%	1	-0.4	11%	-1%	-5%	3%
CC(=O)n1cc([C@H]2C=C(C(=O)Nc3ccccc3)O[C@@H](OCCCCO)C2)c2ccccc21	-7%	-7%	0	0.1	32%	4%	0%	0%
COCCn1c(SCc2cccnc2)nnc1-c1c[nH]c2ccccc12	6%	1%	1	-0.2	-16%	-4%	-2%	1%
O=C(Nc1ccc(C(=O)c2ccccc2)cc1)c1ccccc1	0%	-13%	4	-8.1	27%	0%	7%	3%
O=C1Nc2ccccc2C(=O)N2[C@H](c3ccccc3)[C@@H]3C(=O)N(Cc4ccccc4)C(=O)[C@@H]3[C@H]12	1%	-2%	1	-3.4	28%	7%	-8%	?
NC(=O)c1ccc(-c2nnn(CC(=O)N(C3CCCC3)C3CCS(=O)(=O)C3)n2)cc1 (stereo unspecified)	0%	-1%	-1	-0.4	-3%	-1%	21%	5%
CC(=O)NS(=O)(=O)c1ccc(N=c2ssc3c2-c2cc(C)ccc2NC3(C)C)cc1	-20%	-10%	-2	2.2	.	-9%	-3%	-27%

Screening results deposited in PubChem by National Center for Advancing Translational Sciences (NCATS).
